# Screening results from PubChem BioAssay.
# XBP1 UPR activ = adaptive UPR (XBP1) activation; activation, % at 20 µM; actives 0.33% (n = 330,000); CHO-XBP1 luciferase reporter, IRE1-XBP1 UPR activation, luminescence; percent of tunicamycin response, DMSO as zero;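 active = versus positive control, 20 µM dose yields 30% or more activation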;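 also: 100% = tunicamycin at 10 µg/mL and 0% = DMSO only wells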
#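 Test system: CHO-XBP1 luciferase reporter cells | Buffer or medium: Serum-containing F12 medium, 10% FBS | Schedule: 6 h compound exposure at 37 °C, 5% CO2 | Detection: Steady-Glo luciferase glow luminescence, 10 min after reagent addition | Read-out basis: Activation, % of tunicamycin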
# Mdm2-MdmX inh = human Mdm2/MdmX binding inhibition; SaOS-2 split-luciferase Mdm2/MdmX complementation, luminescence; inhibition, % at 8 µM; actives 3% (n = 330,000); AID 485346;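 active = inhibition of at least 50% at 8 µM in the primary screen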
# Jurkat NFkB inh = inhibitors of the PMA/ionomycin-induced NF-kB reporter in Jurkat cells | AID 435003 | inhibition, % at 4 µM | PMA/ionomycin-induced NF-kB luciferase reporter, luminescence | actives 0.53% (n = 330,000); in the data active = inhibition above about 50%
# CCR6 antag = CCR6 (human) receptor antagonism | actives 0.49% (n = 340,000) | P51684 | inhibition, % at 20 µM | CHO-K1 CCR6 PathHunter beta-arrestin, luminescence, CCL20-stimulated;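 active = compounds whose inhibition of the agonist-driven luminescence signal at 20 µM reaches about 50%, limit read from the data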;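 also: cells stimulated with CCL20 at 14 nM final; plate controls were DMSO with CCL20 for no effect and DMSO without agonist for full effect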
# Target sequence (P51684 whole entry, looked up): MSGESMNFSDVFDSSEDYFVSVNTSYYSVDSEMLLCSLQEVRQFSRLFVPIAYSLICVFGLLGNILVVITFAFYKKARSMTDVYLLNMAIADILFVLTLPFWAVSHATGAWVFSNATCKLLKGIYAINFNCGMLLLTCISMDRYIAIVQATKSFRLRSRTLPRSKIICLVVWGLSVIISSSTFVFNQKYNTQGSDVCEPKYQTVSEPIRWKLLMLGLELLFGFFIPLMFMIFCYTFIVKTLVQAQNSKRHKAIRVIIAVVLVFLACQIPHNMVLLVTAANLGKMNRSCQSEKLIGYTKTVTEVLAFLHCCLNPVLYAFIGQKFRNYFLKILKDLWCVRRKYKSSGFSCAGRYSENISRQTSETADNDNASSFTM
# EBI2 antag = blocks human EBI2 receptor beta-arrestin signaling; EBI2 beta-arrestin recruitment, luminescence, 7a,25-OHC stimulated; inhibition, % at 5 µM; actives 0.81% (n = 360,000); P32249; in the data active = inhibition above about 38%;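 also: enzyme fragment complementation signal reports receptor beta-arrestin coupling in cells; 0% = agonist plus DMSO wells and 100% = wells without agonist; some results beyond the cut were filed as inactive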
# Target sequence (P32249 whole entry, looked up, the tested form may be a part): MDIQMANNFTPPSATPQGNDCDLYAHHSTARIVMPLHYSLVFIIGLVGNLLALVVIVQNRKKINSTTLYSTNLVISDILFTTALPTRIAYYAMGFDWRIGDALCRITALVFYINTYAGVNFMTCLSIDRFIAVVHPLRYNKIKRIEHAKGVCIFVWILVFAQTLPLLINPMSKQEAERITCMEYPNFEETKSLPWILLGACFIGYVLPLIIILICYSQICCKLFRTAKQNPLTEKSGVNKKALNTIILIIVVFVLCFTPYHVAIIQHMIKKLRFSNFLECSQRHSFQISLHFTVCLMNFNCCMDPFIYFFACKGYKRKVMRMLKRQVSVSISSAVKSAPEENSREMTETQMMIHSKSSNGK
# 697 NFkB inh = lowers PMA/ionomycin-induced NF-kB signal in 697 B cells; inhibition, % at 4 µM; 697 B-cell NF-kB luciferase reporter, 16 h; actives 0.33% (n = 330,000); in the data active = inhibition above about 35%
# Gli-Sufu antag = Gli-Sufu pathway antagonism. Sufu-KO-LIGHT fibroblasts, Gli luciferase reporter luminescence. inhibition, % at 5 µM. actives 0.74% (n = 340,000);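 active = inhibition above about 55%, limit read from the data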;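 also: 0% = DMSO-treated cells and 100% = wells with medium but no cells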
# CHOP UPR activ = activators of apoptotic arm of unfolded protein response (CHOP). activation, % at 10 µM. actives 0.34% (n = 330,000). AID 449763. CHO-CHOP luciferase reporter, UPR activation, luminescence; percent of tunicamycin response over DMSO baseline;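 active = at 10 µM dose, activation of 40% or more, normalized to positive control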;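 also: 100% = tunicamycin at 10 µg/mL and 0% = DMSO alone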
#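 assay system = CHO CHOP reporter cells | amount = 500 CHO-CHOP cells per well | buffer or medium = F12 with 10% FBS | incubation = 16-18 h cell attachment, then 6 h compound exposure, 37 °C | detection = luminescence read with Steady-Glo | read-out = percent activation relative to tunicamycin control | controls = tunicamycin high control, DMSO low control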
# CXCR6 inh = CXCR6 (human) receptor inhibition; CHO-K1 PathHunter CXCR6 beta-arrestin, luminescence; inhibition, % at 20 µM; actives 0.36% (n = 360,000); AID 602244; in the data active = inhibition above about 34%, passing the limit was not always enough;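 also: antagonist mode with CXCL16 agonist at 10 nM final; 0% = 10 nM CXCL16 with DMSO and 100% = unstimulated wells without agonist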
# Target sequence (O00574 whole entry, looked up): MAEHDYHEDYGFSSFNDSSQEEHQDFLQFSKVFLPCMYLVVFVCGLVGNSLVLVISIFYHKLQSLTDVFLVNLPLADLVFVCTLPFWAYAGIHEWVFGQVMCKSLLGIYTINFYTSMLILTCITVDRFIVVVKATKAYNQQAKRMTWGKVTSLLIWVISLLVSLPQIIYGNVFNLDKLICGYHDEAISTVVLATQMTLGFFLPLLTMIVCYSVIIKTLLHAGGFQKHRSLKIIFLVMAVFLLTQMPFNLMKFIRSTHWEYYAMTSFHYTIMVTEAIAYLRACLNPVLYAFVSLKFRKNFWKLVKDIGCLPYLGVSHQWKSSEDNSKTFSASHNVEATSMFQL
# * hit, by the source's call; . = not tested or not shown.
1: COC(=O)C1=C(c2ccccc2)C[C@@H]2CC[C@H]1N2C(=O)N1CCCC1
2: CN1C(=O)C(=Cc2ccccc2Oc2ccc(Cl)cc2)C(=O)N(C)C1=O
3: COC(=O)C1=C(c2ccc3ccccc3c2)C[C@@H]2CC[C@H]1N2C(=O)N1CCC(O)CC1
4: O=C1NC(=O)C(=Cc2ccc3ccccc3c2)C(=O)N1
5: CC(C)(C)N1Cc2ccccc2C1=N
6: CC1(C)C(c2ccccc2)=NC(c2cccnc2)N1O (stereo not drawn)
7: O=C(CNC(=O)OCc1ccccc1)Nc1ccc(Br)cc1C(=O)c1ccccc1
8: O=c1[nH]c(=O)n(Cc2ccco2)c(O)c1C=NC1CCN(Cc2ccccc2)CC1
9: O=C1NC(=O)C(=Cc2ccsc2)C(=O)N1
10: COC(=O)C1=C(c2ccc(-c3ccccc3)c(F)c2)C[C@@H]2CC[C@H]1N2C(=O)NC1CC1

compound no.,1,2,3,4,5,6,7,8,9,10
XBP1 UPR activ,-1,-2,-3,-2,-1,0,0,-2,-2,0
CXCR6 inh,-7,7,-6,-1,0,9,-2,25,1,-3
Gli-Sufu antag,-3,52,19,-6,2,-4,3,41,-9,8
EBI2 antag,-4,-7,1,-2,1,5,9,13,-16,10
Jurkat NFkB inh,10,1,5,-10,4,-11,-4,3,-11,13
697 NFkB inh,6,11,-3,12,11,-12,-34,0,12,-17
CCR6 antag,14,15,2,-4,9,17,23,43,-18,3
Mdm2-MdmX inh,19,19,13,-24,14,-16,-13,-1,-3,12
CHOP UPR activ,0.7,-0.1,-0.3,3.1,2.4,-1.9,-0.4,-1.1,-2.1,0.0

11: Cc1ccc2c(c1)C1C[N+](C)(CC(=O)c3ccc(Cl)cc3Cl)CCC1N2C(=O)c1ccc(F)cc1 (stereo not drawn)
12: CC(C)(C)n1cc(C(=O)c2ccccc2OCCCF)cn1
13: N=C1c2ccccc2CN1NC(=O)c1ccco1
14: O=C1c2ccccc2C(=O)N1Cc1nc2ccccc2c(=O)n1-c1cccnc1
15: Brc1ccc2c(c1)C(OC1CN3CCC1CC3)c1ccccc1CS2 (stereo not drawn)
16: O=C(c1ccc(C(F)(F)F)cc1)C1CCCN(C2CCSCC2)C1 (stereo not drawn)
17: Cc1c2cnn(CC(=O)N3CCC4(CC3)OCCO4)c(=O)c2c(C)n1Cc1ccccc1
18: COc1ccc(S(=O)(=O)NC(CC(=O)N2CCC3(CC2)OCCO3)C(C)C)cc1 (stereo not drawn)
19: COc1ccccc1CC1/C(=N/O)C2CCN1CC2 (stereo not drawn)
20: CCN1CCN(C(=O)COc2ccc(S(=O)(=O)N(C)Cc3ccccc3)cc2)CC1

compound no.,11,12,13,14,15,16,17,18,19,20
XBP1 UPR activ,2,-4,-4,-4,5,3,-2,0,-3,0
CXCR6 inh,5,4,1,-4,-4,-4,0,-1,1,-2
Gli-Sufu antag,-21,33,0,24,10,29,3,-10,-1,0
EBI2 antag,3,13,2,8,4,11,-12,-1,-10,3
Jurkat NFkB inh,-7,5,-9,3,6,-12,6,18,-4,-22
697 NFkB inh,-16,-8,-8,-4,-30,-20,10,11,-22,-2
CCR6 antag,6,-3,-10,3,16,-1,-9,-11,-20,-6
Mdm2-MdmX inh,5,0,1,-5,80*,12,0,11,-13,-3
CHOP UPR activ,4.9,0.1,-1.6,-1.9,3.8,1.8,-1.9,-2.0,-0.8,-1.6

21: CN1C(=O)N(C)C(=O)C2(Cc3cc(NC(=O)c4ccccc4)ccc3N3CCCC32)C1=O (stereo not drawn)
22: O=c1cccc2n1CC1CC2CN(C(c2ccccc2)c2sc3ncnn3c2O)C1 (stereo not drawn)
23: Cc1cc(/C=C2\C(=O)NC(=O)N(c3ccc(Br)cc3)C2=O)c(C)n1C
24: CCCC(=O)NC(Oc1ccccc1Cl)C(Cl)(Cl)Cl (stereo not drawn)
25: Cc1c(C(=O)N2CCC3(CC2)OCCO3)sc2ncnc(N3CCN(c4ccccn4)CC3)c12
26: COC(=O)C1=C(c2ccc3ccccc3c2)C[C@@H]2CC[C@H]1N2C
27: COc1cccc(CN2CCNCC2)c1
28: CCc1c(C)nc(N)nc1N1N=C1SCC(=O)OC
29: CCOC(=O)Cn1cc(C=C2C(=O)N(C)C(=O)N(C)C2=O)c2ccccc21
30: COc1ccc2c(c1)NP(=S)(c1ccccc1)N2 (stereo not drawn)

compound no.,21,22,23,24,25,26,27,28,29,30
XBP1 UPR activ,-2,-1,2,-2,-4,-3,-3,-2,1,.
CXCR6 inh,2,5,-1,-3,-3,3,-3,0,-1,-7
Gli-Sufu antag,-8,2,-5,-5,-1,1,5,38,9,6
EBI2 antag,2,-4,-4,2,-4,-7,0,-2,4,-3
Jurkat NFkB inh,11,5,-14,0,22,-13,7,-6,-5,.
697 NFkB inh,1,-6,-7,5,23,3,4,13,-20,.
CCR6 antag,-8,-8,6,13,4,12,7,-3,4,-6
Mdm2-MdmX inh,22,12,-8,16,27,-17,-9,18,4,.
CHOP UPR activ,1.6,1.1,0.7,-1.5,1.7,-0.4,1.0,-1.8,-0.3,.

31: CN1C2CCC1CC(OC(=O)CCN1CCCC1)C2 (stereo not drawn)
32: Cc1cccc(N=Cc2c(O)n(C)c(=O)n(C)c2=O)c1
33: O=c1[nH]c(O)c(N=Nc2cc(C(F)(F)F)ccc2Cl)c(=O)[nH]1
34: CNS(=O)(=O)c1ccc(N=Cc2c(O)n(-c3ccc(C)cc3)c(=O)[nH]c2=O)cc1
35: CCN(CC)c1ccc(N=Cc2c(O)n(CCC3=CCCCC3)c(=O)[nH]c2=O)cc1
36: Cc1ccc(S(=O)(=O)N2CC2(C)CCl)cc1 (stereo not drawn)
37: CC#CP(=O)(OCC)C(O)(c1ccccc1)C(F)(F)F (stereo not drawn)
38: CCOc1ccc(N2C(=O)/C(=C/c3ccco3)C(=O)NC2=S)cc1
39: CCn1c(C)cc(/C=C2\C(=O)NC(=O)N(c3ccccc3C)C2=O)c1C
40: CCCCCn1c(=O)c(C(=O)Nc2ccccc2)c(O)c2ccccc21

compound no.,31,32,33,34,35,36,37,38,39,40
XBP1 UPR activ,-2,-2,-2,0,11,0,-3,-5,-3,-2
CXCR6 inh,-3,-2,-3,-3,0,7,2,58*,-1,-16
Gli-Sufu antag,7,28,7,10,4,6,1,-1,-4,-1
EBI2 antag,-31,4,1,-2,39,-3,0,-7,-4,10
Jurkat NFkB inh,2,-5,2,6,12,13,6,4,-1,-5
697 NFkB inh,8,-29,-1,13,-20,10,2,3,-3,-25
CCR6 antag,-8,7,13,14,-3,1,9,79*,16,-6
Mdm2-MdmX inh,-15,-3,17,-8,27,38,-6,24,18,31
CHOP UPR activ,-0.7,5.5,-0.4,1.6,-1.2,3.6,2.0,37,1.4,3.2

41: CCC(C(=O)N1CCC2(CC1)OCCO2)n1c2ccccc2c2nc(=O)cc(C)n21 (stereo not drawn)
42: C#CC[N+]1(C)[C@@H]2CC[C@H]1CC(OC(=O)C(CO)c1ccccc1)C2 (stereo partly drawn)
43: Nc1ccc([N+](=O)[O-])cc1
44: O=C(C1CCN(S(=O)(=O)N2CCOCC2)CC1)N1CCC2(CC1)OCCO2
45: COC(=O)C1=C(c2cc3ccccc3s2)C[C@@H]2CC[C@H]1N2C(=O)NCC1CC1
46: Cc1cccc(NC(=S)N2CC3CC(C2)c2cccc(=O)n2C3)c1C (stereo not drawn)
47: O=C(N/N=C/c1c(O)n(Cc2ccc(F)cc2)c(=S)[nH]c1=O)c1ccncc1
48: CCCCCSc1cc(O)c(C(CNC)C(C)C)cc1OC (stereo not drawn)
49: c1ccc(C2NCc3ccccc3-n3cccc32)cc1 (stereo not drawn)
50: COP(=O)(NS(=O)(=O)c1ccccc1)OC

compound no.,41,42,43,44,45,46,47,48,49,50
XBP1 UPR activ,-1,-1,-1,-3,0,2,1,-1,-4,0
CXCR6 inh,2,3,7,2,0,2,3,-7,10,3
Gli-Sufu antag,-12,-6,-18,-1,21,-1,-2,3,6,0
EBI2 antag,-6,0,-1,-8,-7,1,20,2,2,2
Jurkat NFkB inh,10,7,7,-7,18,2,3,-9,10,-18
697 NFkB inh,-20,14,17,6,-1,16,12,-15,-7,-11
CCR6 antag,11,-9,9,0,11,-2,12,2,9,8
Mdm2-MdmX inh,11,4,6,-13,39,7,17,46,20,2
CHOP UPR activ,-0.1,-0.6,0.4,0.6,-1.0,-0.5,-0.4,1.3,2.7,-0.4

# An excerpt from above in order of count of non-hydrogen atoms, ascending:
42: C#CC[N+]1(C)[C@@H]2CC[C@H]1CC(OC(=O)C(CO)c1ccccc1)C2 (stereo partly drawn)
46: Cc1cccc(NC(=S)N2CC3CC(C2)c2cccc(=O)n2C3)c1C (stereo not drawn)
44: O=C(C1CCN(S(=O)(=O)N2CCOCC2)CC1)N1CCC2(CC1)OCCO2
45: COC(=O)C1=C(c2cc3ccccc3s2)C[C@@H]2CC[C@H]1N2C(=O)NCC1CC1

compound no.,42,46,44,45
XBP1 UPR activ,-1,2,-3,0
CXCR6 inh,3,2,2,0
Gli-Sufu antag,-6,-1,-1,21
EBI2 antag,0,1,-8,-7
Jurkat NFkB inh,7,2,-7,18
697 NFkB inh,14,16,6,-1
CCR6 antag,-9,-2,0,11
Mdm2-MdmX inh,4,7,-13,39
CHOP UPR activ,-0.6,-0.5,0.6,-1.0

# The list continues:
51: O=[N+]([O-])c1cccc(CN2CC=C(c3ccc(F)cc3)CC2)c1
52: C[C@]12CC[C@@H](O)CC1=CCC1C2CC[C@@]2(C)C1C[C@@H](F)[C@@H]2O (stereo partly drawn)
53: Oc1c(Cl)cccc1Cc1cc(Cl)cc(Cl)c1O
54: CC(=O)c1ccc(OCC(=O)N2CCCC(N3CCN(c4ccccc4C)CC3)C2)cc1 (stereo not drawn)
55: Cc1ccc2c(c1)[C@@H]1CN(C)CC[C@@H]1N2C(=O)Nc1cccc(C(F)(F)F)c1
56: Cc1ccc(-n2c(O)c(C=NC3CCCC3)c(=O)[nH]c2=O)c(C)c1
57: CCCn1cc(C(=O)O)cn1
58: C[C@]1(O)CCC2C3CC[C@@H]4CC(=O)CC[C@]4(C)C3CC[C@@]21C (stereo partly drawn)

compound no.,51,52,53,54,55,56,57,58
XBP1 UPR activ,-6,1,.,-4,0,0,-1,3
CXCR6 inh,5,-1,-8,3,-8,-6,2,1
Gli-Sufu antag,10,3,30,20,-1,-3,0,4
EBI2 antag,4,0,-2,3,-10,2,-11,-16
Jurkat NFkB inh,8,0,.,2,15,9,-8,-7
697 NFkB inh,17,-3,.,0,23,-1,10,12
CCR6 antag,9,11,-8,-5,9,-5,12,10
Mdm2-MdmX inh,-4,18,.,33,52*,41,-2,19
CHOP UPR activ,1.5,0.6,.,2.6,0.6,-1.0,1.3,-0.3

# Record cards (already shown). Values in the order: XBP1 UPR activ	CXCR6 inh	Gli-Sufu antag	EBI2 antag	Jurkat NFkB inh	697 NFkB inh	CCR6 antag	Mdm2-MdmX inh	CHOP UPR activ
# O=[N+]([O-])c1cccc(CN2CC=C(c3ccc(F)cc3)CC2)c1 as listed: -6	5	10	4	8	17	9	-4	1.5
# Cc1ccc2c(c1)[C@@H]1CN(C)CC[C@@H]1N2C(=O)Nc1cccc(C(F)(F)F)c1 as listed: 0	-8	-1	-10	15	23	9	52*	0.6
# Oc1c(Cl)cccc1Cc1cc(Cl)cc(Cl)c1O as listed: .	-8	30	-2	.	.	-8	.	.

# Some of the compounds tested; the hit share may differ from the screen's.
